Screening results from PubChem BioAssay.
N370S GC mod: inhibits or activates N370S mutant glucocerebrosidase; P04062; N370S GC spleen homogenate, 4MU-glucoside fluorescence; Potency, µM (doses to about 59.4 µM), without a hit: at the highest dose activity change, negative = inhibition, most hits filed as inhibitors; 330,000 compounds, 0.092% hits; AID 2101;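 also: 0% = full enzyme activity and -100% = no enzyme basal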
FEN1 inhibitor: human FEN1 inhibition; P39748; Recombinant FEN1 flap cleavage, fluorescence, 15 min; Potency, µM (titrated, usually from 114 µM), for inactives: at the highest dose activity change, negative = inhibition, usual class: inhibitors; 390,000 compounds, 0.35% hits; AID 588795; also: nearly all actives have a fitted effect of over 65% in size
Target sequence (P39748 whole entry, looked up): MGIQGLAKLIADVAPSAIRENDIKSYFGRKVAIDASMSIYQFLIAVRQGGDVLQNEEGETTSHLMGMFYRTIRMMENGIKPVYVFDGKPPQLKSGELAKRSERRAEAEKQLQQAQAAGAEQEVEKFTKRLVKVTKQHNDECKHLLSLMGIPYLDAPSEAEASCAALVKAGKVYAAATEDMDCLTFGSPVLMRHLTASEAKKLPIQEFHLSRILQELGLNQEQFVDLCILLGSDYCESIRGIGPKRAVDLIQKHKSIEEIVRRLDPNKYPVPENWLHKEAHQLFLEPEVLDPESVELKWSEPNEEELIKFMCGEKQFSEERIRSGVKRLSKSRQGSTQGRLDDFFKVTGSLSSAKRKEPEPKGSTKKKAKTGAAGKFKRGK
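FEN1 at 10 nM preincubated with compounds 15 min at room temperature, then flap DNA substrate added at 50 nM final. Signal read at 0 and 15 min; concentration-response fitted with four-parameter Hill equation.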
KAT2A inh: GCN5L2 (KAT2A) acetyltransferase inhibition. Q92830. GCN5L2 HAT assay, ThioGlo1 CoA-SH fluorescence. Potency, µM (top dose mostly 58.9 µM), without a hit: at the top dose activity change, negative = inhibition, actives largely listed as inhibitors. 390,000 compounds, 0.21% hits
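ThioGlo1-coupled HAT assay: 20nM GCN5L2, 70uM acetyl-CoA, 75uM H3(1-25) peptide, pH 7.5. Fluorescence read at 340/540nm at start and after 20 min at room temperature.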
* hit, by the source's call; & = joins results of further samples; [ ] = another dose, or the depositor's remark. Calls follow the shape of the dose curve; as a rule, active = well fitted curve in the direction sought with a large enough effect; inconclusive = small, poorly fitted or top-dose-only effect, or another doubt; inactive = no such curve, though single readings can be large; an effect the other way counts as inactive or inconclusive. Unless noted, % is scaled to controls: 0 for no effect and ±100 for the full control effect; potency is read from the fitted curve at half-maximal effect. Not all compounds are listed, so the mix of outcomes need not match the whole.

The first two compounds (preview)
For CC(C)C(=O)NC(NC(=S)Nc1cccc2cccnc12)C(Cl)(Cl)Cl (stereo not given) the results were N370S GC mod 1%, FEN1 inhibitor -14% and KAT2A inh -14%.
Nc1ncc(Br)cc1S(=O)(=O)NCCC(=O)N1CCN(c2ccccc2)CC1 was read as N370S GC mod -17%, FEN1 inhibitor 15% and KAT2A inh -6%.

Results, from the first entry:
For CC(C)C(=O)NC(NC(=S)Nc1cccc2cccnc12)C(Cl)(Cl)Cl (stereo not given) the results were N370S GC mod 1%, FEN1 inhibitor -14% and KAT2A inh -14%.
Nc1ncc(Br)cc1S(=O)(=O)NCCC(=O)N1CCN(c2ccccc2)CC1 was read as N370S GC mod -17%, FEN1 inhibitor 15% and KAT2A inh -6%.
`O=C(NCc1cc(C(F)(F)F)cc(C(F)(F)F)c1)C1CC(c2c(Cl)cccc2Cl)=NO1` (stereo not given) gave N370S GC mod -1%, FEN1 inhibitor 0% and KAT2A inh -17%.
For CN1CCN(C(=O)c2ccc(CN3CCOCC3)cc2)CC1 the results were N370S GC mod -3%, FEN1 inhibitor 6% and KAT2A inh -2%.
For CC1=CC=CN2C1=NC(=O)CC2(C)C(=O)N(CC(=O)NC1CCCC1)Cc1ccccc1 (stereo not given) the results were N370S GC mod inconclusive, FEN1 inhibitor 0% and KAT2A inh -10%.
Screening O=C(CSc1nc2ccccc2c(=O)[nH]1)Nc1ccc(Br)cc1 returned N370S GC mod -13%, FEN1 inhibitor -3% and KAT2A inh 0%.
Screening O=C(N/N=C1\CCSc2ccc(F)cc21)c1cccnc1 returned N370S GC mod -13%, FEN1 inhibitor -6% and KAT2A inh -8%.
`COc1ccc(Cc2nnc(Nc3ccc(C)cc3C)[nH]c2=O)cc1` gave N370S GC mod 0%, FEN1 inhibitor -7% and KAT2A inh 0%.
Screening Cc1ccc(S(=O)(=O)N2CCN(C(=O)CSC(=S)N3CCCC3)CC2)c(C)c1 returned FEN1 inhibitor -1% and KAT2A inh -6%.
C#CCOc1ccccc1CNC1CCN(Cc2ccccc2)CC1 was read as N370S GC mod -14%, FEN1 inhibitor 11% and KAT2A inh 3%.
Screening Cc1cc(NC(=O)CN(C)S(=O)(=O)c2ccc3c(c2)CCCC(=O)N3)ccc1Br returned FEN1 inhibitor 1% and KAT2A inh 23%.
Cc1nn(-c2ncc(C(F)(F)F)cc2Cl)c(=O)n1-c1ccccc1Cl was read as N370S GC mod 7%, FEN1 inhibitor 4% and KAT2A inh 3%.
For O=C(Cn1ncc(Cl)c(Cl)c1=O)Nc1ccc2c(c1)OCO2 the results were FEN1 inhibitor 18% and KAT2A inh -9%.
For CCOC(=O)c1c(C)nc2c(c1-c1cc(OC)c(OC)c(OC)c1)C(=O)c1ccccc1-2 the results were N370S GC mod -6%, FEN1 inhibitor 1% and KAT2A inh -2%.
For O=C(CCN1CCCCC1=O)NC1CCCc2c1cnn2-c1ccccc1F (stereo not given) the results were N370S GC mod -2%, FEN1 inhibitor -2% and KAT2A inh -4%.
O=c1c(-c2ccccc2)nc2cnc(N3CCNCC3)nc2n1C1CC1 was read as N370S GC mod 19% and KAT2A inh inconclusive.
For CCCCCCN1C(=O)CC(NC(=O)OCC2c3ccccc3-c3ccccc32)C/C=C\C1C(C)C (stereo not given) the results were FEN1 inhibitor 5% and KAT2A inh -12%.
`Cn1c(=O)c2c(SCc3cccc(C(F)(F)F)c3)nc(-c3ccco3)nc2n(C)c1=O` gave N370S GC mod -2%, FEN1 inhibitor -3% and KAT2A inh 0%.
COc1ccc(CNC(=O)C(=O)NCC2OCCN2S(=O)(=O)c2ccc(OC)c(OC)c2)cc1 (stereo not given) was read as N370S GC mod 0%, FEN1 inhibitor 7% and KAT2A inh -1%.
Screening COc1cc(C(=O)N/N=C/c2cc([N+](=O)[O-])cs2)cc(OC)c1OC returned N370S GC mod -17%, FEN1 inhibitor -10% and KAT2A inh -4%.

Sorted by molar mass (largest number first): 3 of the compounds above
Nc1ncc(Br)cc1S(=O)(=O)NCCC(=O)N1CCN(c2ccccc2)CC1 was read as N370S GC mod -17%, FEN1 inhibitor 15% and KAT2A inh -6%.
`COc1ccc(Cc2nnc(Nc3ccc(C)cc3C)[nH]c2=O)cc1` gave N370S GC mod 0%, FEN1 inhibitor -7% and KAT2A inh 0%.
C#CCOc1ccccc1CNC1CCN(Cc2ccccc2)CC1 was read as N370S GC mod -14%, FEN1 inhibitor 11% and KAT2A inh 3%.

Next results:
For Cc1cccc(N(C)C(=O)CCS(=O)(=O)c2cccc3nonc23)c1 the results were N370S GC mod 1%, FEN1 inhibitor -4% and KAT2A inh 0%.
Screening O=C(Cn1nc2n(c1=O)-c1ccccc1SC2)N/N=C/c1cccnc1 returned N370S GC mod 1%, FEN1 inhibitor -8% and KAT2A inh -4%.
Screening COc1ccc(NC(=O)N2CCCC2C(=O)NC2CCCC2)cc1 (stereo not given) returned N370S GC mod -4%, FEN1 inhibitor 10% and KAT2A inh -7%.
C1CSC2(N1)C1CC3CC2CC(C1)C31NCCS1 (stereo not given) was read as N370S GC mod 2%, FEN1 inhibitor -6% and KAT2A inh inconclusive.
Screening Fc1ccc(Cc2cn3cc(-c4ccccc4)nc3s2)cc1 returned FEN1 inhibitor 4% and KAT2A inh 2%.
O=c1c2sc3ccccc3c2n(Cc2ccccc2F)c(=O)n1Cc1ccccc1 was read as FEN1 inhibitor 6% and KAT2A inh -4%.
CCOc1ccc(C(=O)NCCN2CCCCC2)c(OCC)c1 was read as N370S GC mod -6%, FEN1 inhibitor 10% and KAT2A inh -3%.
Screening CCN(C(=O)COC(=O)Cc1c(F)cccc1Cl)c1c(N)n(Cc2ccccc2)c(=O)[nH]c1=O returned FEN1 inhibitor -19% and KAT2A inh 1%.
For Cc1ccc(S(=O)(=O)N2CCCCC2)cc1NC(=O)c1ccncc1 the results were N370S GC mod 0%, FEN1 inhibitor 8% and KAT2A inh -4%.
Screening COc1ccc(CNC(=O)c2ccc(C(C)C)cc2)cc1 returned N370S GC mod 16%, FEN1 inhibitor -9% and KAT2A inh -1%.
For CCOC(=O)c1cnc(SCCN2CCOCC2)nc1N the results were N370S GC mod -2%, FEN1 inhibitor -1% and KAT2A inh -9%.
COC(=O)CSc1nnc(CNS(=O)(=O)c2ccc(Br)cc2)n1C was read as N370S GC mod 5%, FEN1 inhibitor 12% and KAT2A inh 3%.
Screening COc1ccc(NC(=O)CSc2nnc(Cn3cnc4ccccc43)n2C)cc1 returned N370S GC mod 3%, FEN1 inhibitor 5% and KAT2A inh -2%.
`CCOc1ccc(CC(=O)NCC(=O)NCc2cc(=O)n(C)c(=O)n2C)cc1` gave N370S GC mod -9%, FEN1 inhibitor 5% and KAT2A inh 0%.
O=C(c1ccc2c(c1)N(Cc1cccc(Cl)c1)C(=O)c1ccccc1S2=O)N1CCN(c2cccc(C(F)(F)F)c2)CC1 (stereo not given) was read as FEN1 inhibitor -18% and KAT2A inh 2%.
For CCc1ccc(CNC(=O)C2CCN(C(=O)c3ccc(-n4c(C)cc5ccccc54)s3)CC2)cc1 the results were FEN1 inhibitor -9% and KAT2A inh -15%.
CC(C)c1ccc(OCC(=O)N(Cc2ccco2)C2CCS(=O)(=O)C2)cc1 (stereo not given) was read as N370S GC mod 7%, FEN1 inhibitor -11% and KAT2A inh 0%.
Cc1cccc(NC(=O)c2ccc(S(=O)(=O)N3CCOCC3)cc2)n1 was read as N370S GC mod -2%, FEN1 inhibitor -2% and KAT2A inh -9%.
CC1(C)Cc2c(sc3ncnc(NN)c23)CO1 was read as N370S GC mod -9%, FEN1 inhibitor -3% and KAT2A inh 2%.
For CN(Cc1ccccc1)C(=O)c1[nH]cnc1C(=O)N[C@@H](Cc1ccccc1)C(=O)OCc1ccccc1 the results were N370S GC mod 6%, FEN1 inhibitor -10% and KAT2A inh -5%.
Screening COc1cc(C2=NOC(C(=O)NCc3ccccn3)C2)cc(OC)c1OC (stereo not given) returned N370S GC mod 11%, FEN1 inhibitor -2% and KAT2A inh -3%.
For CC1Cc2ccccc2N1C(=O)COC(=O)c1cccc(Br)c1 (stereo not given) the results were FEN1 inhibitor 2% and KAT2A inh -8%.
For CCOc1cc(N2CCOCC2)c(OCC)cc1NC(=O)COC(=O)c1cc2ccccc2cc1O the results were N370S GC mod 2%, FEN1 inhibitor -1% and KAT2A inh -2%.
`COc1ccccc1N1C(=O)C2C(C(=O)c3ccccc3)=NN(c3ccc(C)cc3)C2C1=O` (stereo not given) gave N370S GC mod -8%, FEN1 inhibitor -13% and KAT2A inh -11%.
Screening NC(=O)c1ccc(NC(=O)Cc2csc(-c3ccccc3)n2)cc1 returned N370S GC mod -19%, FEN1 inhibitor -3% and KAT2A inh -7%.
`COC(=O)c1ccc(C(NC(=O)OCc2ccccc2)/C(C)=C/[C@@H](C)C(=O)NCc2ccc(OC)c(OC)c2)cc1` (stereo not given in full) gave N370S GC mod -2%, FEN1 inhibitor 8% and KAT2A inh -6%.
`COc1ccc(CCCC(=O)NCc2ccccc2)cc1C` gave N370S GC mod 6%, FEN1 inhibitor -10% and KAT2A inh 0%.
Screening Cc1nn(-c2ccccc2)c(N2CCCC2)c1/C=N/NC(=O)c1cc(-c2cccnc2)nc2ccccc12 returned N370S GC mod -1%, FEN1 inhibitor -11% and KAT2A inh 19%.
For C[C@@H](CC(=O)O)[C@@H](N)C(=O)O the results were N370S GC mod -5%&-1% and KAT2A inh -7%&-10%.
`COc1ccc(NC(=O)CON=CC(=O)Nc2ccc(C)cc2)c(OC)c1` gave FEN1 inhibitor 11% and KAT2A inh -11%.
Screening COc1ccc(-c2cc(C)no2)cc1S(=O)(=O)NCc1cccc(C)c1 returned N370S GC mod -17%, FEN1 inhibitor -9% and KAT2A inh 0%.
For CCc1ccc(-c2cc(C(=O)Nn3cnnc3)c3ccccc3n2)cc1 the results were N370S GC mod 14%, FEN1 inhibitor -6% and KAT2A inh 0%.
CC1CN=C2C(C(=O)Nc3ccccc3)=C(O)CC(c3ccccc3)N21 (stereo not given) was read as N370S GC mod inconclusive, FEN1 inhibitor 1% and KAT2A inh -4%.
`Cc1c(Nc2nc(-c3cccc([N+](=O)[O-])c3)cs2)c(=O)n(-c2ccccc2)n1C` gave N370S GC mod 2%, FEN1 inhibitor -14% and KAT2A inh 8%.
Fc1ccccc1C(c1nnnn1Cc1ccc2c(c1)OCO2)N1CCN(Cc2ccco2)CC1 (stereo not given) was read as N370S GC mod -8%, FEN1 inhibitor 10% and KAT2A inh -1%.
`O=C(Nc1ccc2c(c1)CCC2)c1ccccc1F` gave N370S GC mod 0%, FEN1 inhibitor -8% and KAT2A inh -2%.
`COc1ccc(-c2cc(C)no2)cc1S(=O)(=O)N1CCN(c2ccccn2)CC1` gave N370S GC mod -10%, FEN1 inhibitor -21% and KAT2A inh -8%.
Screening COc1cc(OC)cc(C(=O)N2CCN(C(=O)COc3ccccc3)CC2)c1 returned FEN1 inhibitor -3% and KAT2A inh -5%.
Screening O[C@H](c1cc(C(F)(F)F)nc2c(C(F)(F)F)cccc12)[C@H]1CCCCN1 returned N370S GC mod -1%[21.6 µM] and KAT2A inh 6%[21.4 µM].
Screening C=CCn1c(CNC(=O)c2ccccc2F)nnc1SCc1nc2ccccc2c(=O)[nH]1 returned N370S GC mod 4%, FEN1 inhibitor 4% and KAT2A inh -6%.
For COc1ccc(OCC(=O)Nc2c(C(=O)N3CCC(N4CCCCC4)CC3)oc3ccccc23)cc1 the results were N370S GC mod -3%, FEN1 inhibitor -11% and KAT2A inh -5%.
Screening O=C(c1cnsn1)N1CCC(CO)(Cc2cccc(F)c2)CC1 returned N370S GC mod 5%, FEN1 inhibitor 10% and KAT2A inh -3%.
Cc1sc2c(c1C)c(=O)n(-c1ccc(Cl)cc1)c(=O)n2Cc1cc(=O)n2ccccc2n1 was read as N370S GC mod 2%, FEN1 inhibitor -1%&11% and KAT2A inh -6%&-2%.
COc1cccc(CNCc2ccc(SC)cc2)c1OC was read as N370S GC mod 4%, FEN1 inhibitor 6% and KAT2A inh -5%.
Screening NS(=O)(=O)c1ccc(NC(=S)NC(=O)c2ccc(-c3ccccc3)cc2)cc1 returned N370S GC mod 7%, FEN1 inhibitor 3% and KAT2A inh -7%.
`COc1cccc2cc(C(=O)C3=C(O)C(=O)N(CCCN(C)C)C3c3ccncc3)oc12` (stereo not given) gave N370S GC mod 4% and KAT2A inh -1%.
For COc1ccc(Nc2nc(C)nc3c2oc2ccccc23)cc1 the results were N370S GC mod -8%, FEN1 inhibitor inconclusive and KAT2A inh -9%.
`CCOc1cc(C(C(=O)NCC2CCCO2)N(C(=O)Cn2nnc3ccccc32)c2cccc(OC)c2)ccc1O` (stereo not given) gave N370S GC mod -1%, FEN1 inhibitor 4% and KAT2A inh 0%.
`CC(C)NC(=O)Nc1ccc2c(c1)C(=O)N([C@H](C)CO)C[C@H](C)[C@@H](CN(C)S(=O)(=O)c1cn(C)cn1)O2` gave FEN1 inhibitor 11% and KAT2A inh 0%.
COc1cccc(-c2cc(C(=O)N3CCCCC3C)no2)c1 (stereo not given) was read as N370S GC mod 2%, FEN1 inhibitor -7% and KAT2A inh 21%.
